High-throughput results: PubChem, several laboratories
OXTR agonist – human OXTR agonists, primary screen, fluorescence, CHO-OTR cells, Fluo-8 calcium; Fluo-8 calcium fluorescence; normalized: DMSO 0%, oxytocin 100%; activation, % at 3 µM; 320,000 tested, 0.32% active;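 active = activation above the mean of all tested compounds plus 3 SD, cutoff set per screening run, cut at about 20% in these data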;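 note: peak over basal fluorescence ratio from a 100 s FLIPR kinetic read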
Target sequence (P30559 whole entry, looked up): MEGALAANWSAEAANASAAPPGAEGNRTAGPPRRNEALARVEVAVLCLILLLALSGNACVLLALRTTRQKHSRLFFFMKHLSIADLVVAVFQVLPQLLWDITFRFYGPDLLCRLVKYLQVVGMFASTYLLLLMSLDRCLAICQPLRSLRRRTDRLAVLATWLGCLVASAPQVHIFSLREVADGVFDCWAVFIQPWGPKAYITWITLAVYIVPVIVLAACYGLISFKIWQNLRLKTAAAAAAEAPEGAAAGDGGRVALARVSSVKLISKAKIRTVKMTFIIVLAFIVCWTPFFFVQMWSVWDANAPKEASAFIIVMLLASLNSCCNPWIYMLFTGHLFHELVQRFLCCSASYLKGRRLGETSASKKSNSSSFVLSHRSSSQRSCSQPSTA
GPR7 antag – GPR7 receptor antagonists, primary screen, cell-based, fluorescence, single concentration | GPR7-expressing cells, fluorescence antagonist assay | Neuropeptides B/W receptor type 1 (Homo sapiens), P48145 | inhibition, % at 4.4 µM | 290,000 tested, 1.1% active; in the data active = inhibition above about 16%, passing the limit was not always enough;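 note: cells stimulated with the agonist NPW; 0% = agonist with vehicle and 100% = vehicle without agonist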
MEKK2wt PB1 HTS – modulators of MEK5 binding to wildtype MEKK2, primary screen, biochemical, multiplex bead flow cytometry, Alexa488-MEK5; Mitogen-activated protein kinase kinase kinase 2 (Homo sapiens), Q9Y2U5; Alexa488-MEK5 binding to MEKK2 WT; actives lie on both sides; binding response (% of control), % at 10 µM; 290,000 tested, 1.1% active; AID 1531, 2009; in the data active = binding response below about 67% or above about 130%
NALP1 yeast inh – NALP1 inflammasome inhibitors in reconstituted yeast, colorimetric, S. cerevisiae, triplicate retest | S. cerevisiae NALP1/ASC/caspase-1 growth, X-gal OD620, 72 h | 280,000 tested, 0.61% active | inhibition, % at 10 µM | AID 2071, 2009; in the data active = inhibition mostly above about 24%, no sharp cut-off; inactive = mostly below about 32%; note: some compounds called inactive have numbers as strong as hits
PHOSPHO1 inh – PubChem AID 1565. recombinant PHOSPHO1, absorbance phosphatase assay. inhibition, % at 13.3 µM. 290,000 tested, 1.1% active; in the data active = inhibition above about 60%
DNA FID counter – compounds displacing fluorescent DNA intercalator, primary screen, artefact control for HCV NS3 helicase inhibitor project, biochemical, FID fluorescence | DNA fluorescent intercalator displacement | inhibition, % at 7.9 µM | 290,000 tested, 0.17% active; in the data active = inhibition above about 37%;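 note: 0% = vehicle and 100% = reference compound; higher means more ethidium bromide displaced from hairpin DNA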
MEKK2 mut-MEK5 – MEK5 binding signal on mutant MEKK2 PB1, primary screen, biochemical, multiplex bead flow cytometry, Alexa488-MEK5. Alexa488-MEK5 binding to MEKK2 mutant. percent response, % at 10 µM. 290,000 tested, 0.35% active; in the data active = percent response above about 24%, passing the limit was not always enough; note: inactives centre near 1; some results filed as inactive read as strong as hits; reference of the scale not given here
PfM18AAP inh – PfM18AAP inhibitors, malaria aminopeptidase, primary screen, biochemical, QFRET, recombinant enzyme. M18 aspartyl aminopeptidase (Plasmodium falciparum 3D7). H-Glu-NHMec fluorogenic cleavage. inhibition, % at 7.35 µM. 290,000 tested, 1.2% active;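 active = inhibition above the campaign mean inhibition over all tested compounds plus 3 SD, cut at about 28% in these data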;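 note: 0% = plate median of test compound wells and 100% = 2 mM ZnCl2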
MEKK3 PB1 HTS – modulators of MEKK3-MEK5 PB1 binding, primary screen, biochemical, wildtype MEKK3, multiplex bead flow cytometry, Alexa488-MEK5; 290,000 tested, 1.4% active; AID 1529, 2009; bead-based flow cytometry, Alexa488-MEK5 binding to MEKK3; actives lie on both sides; 0 = blocked by unlabeled MEK5, 100 = vehicle; binding response (% of control), % at 10 µM;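 active = binding response more than 3 SD above or below the average of its plate-row segment, actives on both sides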;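 note: Alexa488 bead fluorescence after subtracting the streptavidin-only scavenger bead signal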
Target sequence (Q99759 whole entry, looked up): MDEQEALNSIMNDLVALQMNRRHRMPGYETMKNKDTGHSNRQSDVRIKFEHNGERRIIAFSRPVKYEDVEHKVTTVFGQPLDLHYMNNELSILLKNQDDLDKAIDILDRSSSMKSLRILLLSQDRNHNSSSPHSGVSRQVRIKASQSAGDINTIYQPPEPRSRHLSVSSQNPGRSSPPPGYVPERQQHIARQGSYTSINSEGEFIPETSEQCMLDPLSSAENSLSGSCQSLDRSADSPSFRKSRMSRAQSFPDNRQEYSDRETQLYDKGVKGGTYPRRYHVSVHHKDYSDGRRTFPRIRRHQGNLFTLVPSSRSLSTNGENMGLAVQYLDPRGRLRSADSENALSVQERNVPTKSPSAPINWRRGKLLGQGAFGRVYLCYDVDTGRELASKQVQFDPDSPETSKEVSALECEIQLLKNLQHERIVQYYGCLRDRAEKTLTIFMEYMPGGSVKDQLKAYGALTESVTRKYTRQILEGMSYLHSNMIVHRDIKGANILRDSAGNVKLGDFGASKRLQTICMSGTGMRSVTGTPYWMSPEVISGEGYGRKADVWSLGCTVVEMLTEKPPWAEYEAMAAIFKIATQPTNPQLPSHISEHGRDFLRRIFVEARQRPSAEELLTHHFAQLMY
Numbers without * were called inactive; . = not tested or not shown; & = joins results of further samples; [ ] = dose if it differs, or a comment. Outcome played no part in choosing rows, and some 6.2% of all compounds hit somewhere here.

SMILES	OXTR agonist	GPR7 antag	MEKK2wt PB1 HTS	NALP1 yeast inh	PHOSPHO1 inh	DNA FID counter	MEKK2 mut-MEK5	PfM18AAP inh	MEKK3 PB1 HTS
CCNc1nc(NC(C)C)nc(NS(=O)(=O)c2ccc(N)cc2)n1	0.9	-4	100	8	-7	-2	-4	1	92
COc1cc([C@@H]2[C@H]3CN(C)CC=C3C(C#N)=C(N)C2(C#N)C#N)cc2c1OCO2	0.5	0	103	-7	-4	5	9	1	102
O=C(Nc1ccccc1)Nc1cccc(-c2cn3cccnc3n2)c1	0.5	-3	79	15	9	-1	-12	-4	96
Cc1ccc(S(=O)(=O)N(C)c2cc(S(=O)(=O)N3CCOCC3)c(C)cc2C)cc1	3.4	-18	104	14	27	-35	1	-6	100
COc1ccc(S(=O)(=O)Nc2ccc(Cl)cn2)c(C)c1C	-2.3	-10	101	19	10	1	1	1	102
CN(C)C(=S)Oc1ccccc1-c1ccccc1OC(=S)N(C)C	-2.2	-4	101	2	4	-29	-3	4	103
Cc1ccc(/C(=N\O)c2oc3c(C)c4oc(=O)cc(C)c4cc3c2C)cc1	-0.8	2	94	-3	-6	-4	2	0	95
c1ccc(CSC2=NNC(c3ccccn3)S2)cc1 (stereo not given)	-0.3	-20	100	.	18	-4	6	-1	103
O=C(Nc1cc(Cl)ccc1N1CCCC1)C1=NN(c2ccccc2)C(=O)CC1	-1.1	-7	97	-10	22	-25	0	7	101
CC(C)CC(=O)Nc1c2c(nn1-c1cccc(Cl)c1)CS(=O)(=O)C2	-2.0	4	105	1	20	-9	5	0	106
Cc1ccc(CN2C(=O)CCC2C(=O)NCCN2CCN(c3cccc(Cl)c3)CC2)cc1 (stereo not given)	1.0	-5	103	16	21	-21	0	-1	103
CCc1ccccc1NC(=S)/N=C(\N)Nc1nc(C)c2cc(C)ccc2n1	-2.0	-9	103	11	-16	1	10	2	95
Cc1[nH]nc(SCC(=O)NCCc2ccccc2)c1[N+](=O)[O-]	1.4	1	114	-2	20	5	6	1	124
CCOc1cc(C(=O)NCCN2CCOCC2)cc(OCC)c1OCC	-1.1	13	107	10	2	-1	4	-4	102
O=C(NCCc1ccccc1)c1ccc(CS(=O)(=O)c2ccc(Br)cc2)o1	-0.7	7	106	18	26	-39	10	3	107
O=C(CCCN1C(=O)/C(=C\c2cccs2)SC1=S)Nc1ccc(C(=O)O)cc1	2.4	3	97	4	-13	-21	-7	-7	99
COc1ccc(N2CCCn3c2nc2c3c(=O)n(Cc3ccc(C)cc3)c(=O)n2C)c(OC)c1	-1.9	-1	96	2	32	-6	2	-9	100
COc1cc2c(cc1OC)C(c1ccccc1O)N(C1CC(=O)N(c3ccccc3)C1=O)CC2 (stereo not given)	-2.7	-7	.	20	0	-14	.	-14	.
Nc1nnc(SCc2ccc(F)cc2Cl)s1	-1.2	-1	98	9	-3	3	-4	-5	99
CCCOC(=O)C1[C@H]2C(=O)N(C(C)c3ccc(OC)cc3)C[C@]23C=C[C@H]1O3 (stereo not given in full)	-0.5	-10	93	18	3	-13	-1	-15	98
CCOC(=O)N1CCN(Cc2nc3cc(NC(=O)CC(C)C)ccc3n2CC)CC1	1.6	11	105	-3	15	-35	0	1	103
O=C(CCN1CCN(c2ccccc2)CC1)Nc1ccc(OCc2ccccc2)cc1	1.7	1	105	7	7	0	7	-7	101
O=C(CN1CCN(C(=O)c2ccco2)CC1)Nc1cc(Cl)ccc1Cl	1.6	3	96	-8	-2	-24	-2	-4	96
COCCNC(=S)NC1CC2CCCC(C1)N2Cc1cccs1 (stereo not given)	1.1	22	86	9	20	5	-10	-13	82*[inhibitor]
COc1ccc(/C=C/C(=O)Nc2cc(C(F)(F)F)ccc2Cl)cc1	-0.3	-6	111	6	0	0	11	3	111
COCCn1c(-c2ccc(OC)c(OC)c2)nc2ccccc21	-0.3	-8	105	.	-4	-11	16	2	105
CC(C(=O)Nc1ccccc1-c1ccccc1)N1CCOCC1 (stereo not given)	-1.4	-10	90	12	-3	-16	-1	-1	93
CCN(CC)C(=O)Cn1cc(S(=O)(=O)CC(=O)NCc2ccccc2)c2ccccc21	-0.7	3	103	-4	22	-36	4	3	100
C[n+]1ccccc1/C=C/c1c(F)cccc1F	.	-4	102	7	-38	-2	2	-3	100
COc1cccc(-n2c(SC)nnc2-c2c[nH]c3ccccc23)c1	1.1	9	102	-1	13	-30	1	1	103
CC(=O)c1ccc(OC(=O)N2CCOCC2)cc1	-0.1	-14	103	19	3	-1	-2	-11	100
COc1ccc([N+](=O)[O-])cc1NC(=O)CS(=O)(=O)c1ccc(C)cc1	4.2	-9	101	-8	42	8	1	-8	101
O=C(O)CSCc1nc2cccnc2n1C1CCCCC1	-0.8	-7	101	10	34	-8	-2	3	100
COc1ccc(CNC(=O)COC(=O)c2ccccc2OCC(=O)Nc2ccc(SC(F)F)cc2)cc1	-0.1	-4	104	.	-1	-2	6	-2	105
Cc1nn(C(=O)N2CCCCC2)c(C)c1CN1C(=O)c2ccccc2C1=O	0.4	-6	94	32	14	-20	-6	0	92
COc1cc2oc(-c3ccc(O)cc3)cc(=O)c2c(O)c1OC	2.9	.	107	-4	13	.	7	.	110
Cc1ccsc1/C=C1/SC(N2CC(C)OC(C)C2)=NC1=O (stereo not given)	-0.3	2	103	10	-9	-21	-2	-2	102
O=C(c1cccc(F)c1)n1nnc2ccccc21	0.7	1	88	7	-11	5	-6	2	101
COc1cc(NC(=O)C2CCCC2)c(OC)cc1Cl	-2.3	7	.	-2	15	-12	.	-4	.
CC(=O)c1cccc(NC(=S)N2CCc3ccccc32)c1	-0.9	-5	108	4	-5	-12	10	16	105
CC1CCCN(S(=O)(=O)c2ccc(NC(=O)C3CCN(C(=O)c4ccco4)CC3)cc2)C1 (stereo not given)	0.5	3	102	7	37	-39	3	-2	101
COc1cc(/C=N/N=C2/SCC(=O)N2c2ccc(O)cc2)ccc1O	1.2	-1	93	0	-3	-9	-14	10	94
Cc1ccc(/C=C/c2onc(C)c2S(=O)(=O)N2CCC(C(=O)N3CCCCC3)CC2)cc1	-1.3	-3	96	22	7	-39	0	1	98
Cc1ccc2cc(CN(CCN(C)C)C(=O)Nc3ccc(Cl)cc3)c(=O)[nH]c2c1	6.1	14	123	2	-12	18	10	9	100
O=C(Nc1ccccc1)c1cccc2c(Br)cccc12	2.6	13	89	23	10	-5	-16	-2	98
CCOc1ccccc1CN1C(=O)NC(C)(c2ccccc2)C1=O (stereo not given)	-1.3	-6	101	3	35	-13	2	-13	101
CCN1CCCc2cc(CN(CCN3CCOCC3)C(=S)Nc3ccc(OC)cc3)ccc21	-0.3	1	106	6	-22	0	3	7	105
CCn1c(-c2cccnc2Cl)nc2ccccc21	0.4	-14	82	38	-3	-2	-7	-9	87
CC(O)c1nc2ccccc2n1Cc1ccc([N+](=O)[O-])cc1 (stereo not given)	2.0	0	101	30	6	1	0	0	114
CC1CC(C)CN(c2ccc([N+](=O)[O-])nc2)C1 (stereo not given)	-1.6	3	105	-1	-7	1	4	1	104
CCN(c1ccc(OC)cc1)S(=O)(=O)c1ccc(-c2cc(C)no2)s1	-1.0	24*	100	17	18	-19	-1	10	102
CCN(CC)c1ccc(NC(=O)COC(=O)c2ccc3ccccc3n2)cc1	-2.0	-2	102	35	-20	1	-3	4	99
CC(C)NC(=O)CSc1nccc(-c2cccs2)n1	0.8	-17	101	-8	38	-18	1	7	102
O=C(CNC(=O)c1cccs1)c1ccc(F)cc1	0.9	-4	108	18	14	-1	6	4	112
Cn1c(=O)c2c(ncn2Cc2ccc(Cl)cc2)n(C)c1=O	3.4	-8	102	12	52	-6	4	8	103
COc1cc(NC(=O)c2ccccc2)c(OC)cc1NC(=O)CN1CCOCC1	-0.6	-4	103	-4	-4	-22	4	2	99
COc1ccc(CN2CCN(C3CCC3)CC2CCO)c(F)c1 (stereo not given)	.	-7	108	2	14	-3	1	-5	107
COc1ccc(CN2CCOC2=O)cc1OC	0.6	-16	96	-18	42	0	-14	5	96
O=C1CC(c2ccccc2)CC(O)=C1C=Nc1ccccc1Cl (stereo not given)	0.2	2	95	29	-11	-11	-3	-3	91
Cc1cc(C)c(S(=O)(=O)N2CCCOC2CNC(=O)C(=O)NCc2ccco2)c(C)c1 (stereo not given)	-1.0	2	100	33	-10	-20	1	1	101
Continued.
SMILES	OXTR agonist	GPR7 antag	MEKK2wt PB1 HTS	NALP1 yeast inh	PHOSPHO1 inh	DNA FID counter	MEKK2 mut-MEK5	PfM18AAP inh	MEKK3 PB1 HTS
CCn1c(CC(=O)Nc2cccc(Cl)c2Cl)nnc1SCCOc1ccc(OC)cc1	2.0	-11	87	-4	72*	-11	-15	10	84
COc1ccccc1C(=O)O/N=C(\N)c1ccc(Cl)cc1	-1.2	9	106	18	36	4	2	8	100
CCc1ccc(OCC(=O)OCC(=O)NCCNC(=O)COC(=O)COc2ccc(CC)cc2)cc1	3.2	-2	104	0	3	-28	1	-4	102
COC(=O)c1ccc(COc2cc(C)ccc2C)o1	0.2	0	107	9	46	-17	4	-1	103
C/C(=N/O)c1ccccn1	-0.9	3	94	-16	44	-10	3	3	77
C=C(C)Cn1c(CCNC(=O)C(C)(C)C)nc2ccccc21	-0.5	-5	107	-6	0	-7	4	3	107
Oc1ccccc1N=Cc1c(O)ccc2oc3c(c12)CCCC3	3.7	-4	88	2	6	-5	-20	39*	89
Cc1[nH]c(=O)[nH]c(=O)c1S(=O)(=O)N1CCC(C(=O)NC(C)c2ccccc2)CC1 (stereo not given)	0.0	3	105	26	-5	-1	0	2	102
COc1ccc2c(c1O)C(=O)c1ccccc1C2=O	-0.5	-14	99	-7	24	-1	-1	0	101
CCCCNC(=O)c1c(O)c2cccc3c2n(c1=O)CCC3	-1.0	-8	103	0	21	-2	4	5	103
O=C(O)Cn1c(SCc2cccc3ccccc23)nc2ccccc21	-0.7	-12	105	-8	8	-40	1	2	99
CC(C)CCC(C(=O)O)C(C)CC(=O)NNC(=O)c1ccco1 (stereo not given)	1.5&-0.6	7&-2	61&91	-1&-6	24&6	-4&4	-15&-3	-7&0	57&91
CC1CN(C(=O)c2cccc(COc3ccc(Br)cc3)c2)CC(C)O1 (stereo not given)	-2.4	-13	106	28	11	-31	1	-4	73
NS(=O)(=O)c1ccc(NC(=O)CSc2ncn[nH]2)cc1	-0.2	-12	99	36	-5	-4	1	19	99

Compound profiles, as listed above. Screens in order: OXTR agonist	GPR7 antag	MEKK2wt PB1 HTS	NALP1 yeast inh	PHOSPHO1 inh	DNA FID counter	MEKK2 mut-MEK5	PfM18AAP inh	MEKK3 PB1 HTS
`CC1CN(C(=O)c2cccc(COc3ccc(Br)cc3)c2)CC(C)O1` (stereo not given) is entered as -2.4	-13	106	28	11	-31	1	-4	73
`CC(C)CCC(C(=O)O)C(C)CC(=O)NNC(=O)c1ccco1` (stereo not given) is entered as 1.5&-0.6	7&-2	61&91	-1&-6	24&6	-4&4	-15&-3	-7&0	57&91
`CCc1ccc(OCC(=O)OCC(=O)NCCNC(=O)COC(=O)COc2ccc(CC)cc2)cc1` is entered as 3.2	-2	104	0	3	-28	1	-4	102
`Oc1ccccc1N=Cc1c(O)ccc2oc3c(c12)CCCC3` is entered as 3.7	-4	88	2	6	-5	-20	39*	89
`O=C(O)Cn1c(SCc2cccc3ccccc23)nc2ccccc21` is entered as -0.7	-12	105	-8	8	-40	1	2	99
